Growth percent in the NCI-60 one-dose screen (48 h, 10 µM unless noted): 100 = growth as untreated, 0 = no growth, -100 = all killed.
SR: SR leukemia cells | 73,000 compounds, 8.7% hits
MDA-MB-468: MDA-MB-468 breast cancer. 78,000 compounds, 8.5% hits. AID 2202374
K-562: K-562 leukemia. 78,000 compounds, 7.4% hits
BT-549: BT-549 breast cancer; 78,000 compounds, 4.4% hits; AID 1794793
MCF7: MCF7 breast cancer; 82,000 compounds, 6.3% hits
MDA-MB-231: MDA-MB-231 breast cancer; 81,000 compounds, 5% hits; AID 1794789
MDA-MB-435: MDA-MB-435 melanoma; 82,000 compounds, 7.8% hits
MOLT-4: MOLT-4 leukemia cells; 80,000 compounds, 6.9% hits; AID 1794779
Active calls of the source: *; . = no result given; & = joins results of further samples; ! = not confirmed by another sample. How the source made its calls: active means growth percent below 10; inactive means the rest.

no.	SMILES	MDA-MB-231	SR	MDA-MB-468	MOLT-4
1	COc1ccc2c(c1)c(-c1nc(-c3cn(C)c4ncccc34)cs1)cn2CCCCN1CCCCC1	-75*	-54*	-2.7*	-65*
2	CCCCCCCCCCCCCCCCCCn1cc[n+](C)c1	-80*	4.3*!	-20*	9.2*!
3	Cc1cccc(OP(=O)(Oc2cccc(C)c2)Oc2cccc(C)c2)c1	80	100	103	76
4	C=CC[PH+](c1ccccc1)c1ccccc1.C=CC[PH+](c1ccccc1)c1ccccc1.[Cl][Pt][Cl]	42	1.6*	-21*	7.6*
5	NP(N)(=O)NC(=O)c1ccc(F)cc1	98	129	105	113
6	CC(Br)C(N)=O (configuration not stated)	99	.	87	94
7	C=CCC1(CC)C(=O)NC(=S)NC1=O	109	97	97	93
8	COC(=O)C1C2c3ccccc3C(C1C(=O)OC)[n+]1ccccc12 (configuration not stated)	93	93	87	58
9	CN1CC(C(=O)NC2(C)OC3(O)C4CCCN4C(=O)C(Cc4ccccc4)N3C2=O)C=C2c3cccc4[nH]cc(c34)CC21 (configuration not stated)	88	95	.	73
10	OC1C=CC2CC1(O)C1CCCCN1O2 (configuration not stated)	114	122	124	107
11	CCOC(=O)C1C2c3ccccc3C(c3ccccc32)C1C(=O)OCC (configuration not stated)	95&115	99&96	95&93	102&101
12	COP(=O)(OC)C(O)c1ccccc1 (configuration not stated)	131	91	107	105

no.	MDA-MB-435	MCF7	BT-549	K-562
1	-89*	-77*	85	-67*
2	-71*	6.1*	-55*	18&28
3	111	89	93	109
4	65	32	78	0.5*
5	101	102	114	100
6	96	85	97	96
7	103	103	106	95
8	91	97	79	45
9	106	87	104	103
10	100	100	122	104
11	96&106	100&101	111&102	98&90
12	99	92	110	109

By substructure, those above with nitrogen in an aromatic ring
no.	SMILES	MDA-MB-231	SR	MDA-MB-468	MOLT-4
1	COc1ccc2c(c1)c(-c1nc(-c3cn(C)c4ncccc34)cs1)cn2CCCCN1CCCCC1	-75*	-54*	-2.7*	-65*
2	CCCCCCCCCCCCCCCCCCn1cc[n+](C)c1	-80*	4.3*!	-20*	9.2*!
8	COC(=O)C1C2c3ccccc3C(C1C(=O)OC)[n+]1ccccc12 (configuration not stated)	93	93	87	58
9	CN1CC(C(=O)NC2(C)OC3(O)C4CCCN4C(=O)C(Cc4ccccc4)N3C2=O)C=C2c3cccc4[nH]cc(c34)CC21 (configuration not stated)	88	95	.	73

no.	MDA-MB-435	MCF7	BT-549	K-562
1	-89*	-77*	85	-67*
2	-71*	6.1*	-55*	18&28
8	91	97	79	45
9	106	87	104	103

The main list resumes, starting two compounds before the break.
no.	SMILES	MDA-MB-231	SR	MDA-MB-468	MOLT-4
11	CCOC(=O)C1C2c3ccccc3C(c3ccccc32)C1C(=O)OCC (configuration not stated)	95&115	99&96	95&93	102&101
12	COP(=O)(OC)C(O)c1ccccc1 (configuration not stated)	131	91	107	105
13	CCCc1cc(O)c2c3c(c(=O)oc2c1)CN(C)CC3	60	16	-3.7*	27
14	O=C(/C=C/c1ccc(Cl)cc1Cl)c1nc2ccccc2n1Cc1ccc(Br)cc1	.	14	49	15
15	O=P(CCl)(N1CC1)N1CC1	112	87	112	107
16	COc1ccc(/C(C)=C(\c2ccc(OCCN3CCOCC3)cc2)c2ccc(OC(=O)Cc3ccccc3)cc2)cc1	109	112	104	104
17	O=P(Oc1ccccc1)(Oc1ccccc1)Oc1ccccc1-c1ccccc1	73	85	115	91
18	Cc1ccc(N2CCN(C(C)C#N)CC2)cc1 (configuration not stated)	106	117	108	111
19	O=[N+]([O-])c1ccc([Se]C2CCCCC2Cl)c([N+](=O)[O-])c1 (configuration not stated)	62	79	90	73
20	CCN1CCc2ccccc2C1	114	106	.	105
21	CNC(=O)Oc1cc(C)c[n+](Cc2ccc(Cl)cc2)c1	112	107	108	96
22	N#CC1(c2ccccc2)CCN(Cc2ccccc2)CC1	110	.	90	107

no.	MDA-MB-435	MCF7	BT-549	K-562
11	96&106	100&101	111&102	98&90
12	99	92	110	109
13	-58*	19	39	12
14	79	17	59	54
15	100	97	116	103
16	107	72	108	91
17	111	95	98	95
18	107	94	71	111
19	55	91	61	105
20	114	119	124	102
21	105	95	102	90
22	95	110	102	98

This is a subset; count on the stated rates, not on these rows.
